HTR5A inv ctr – HTR5A inverse agonists in luminescence cell assay, primary screen, counter-screen for OPRM1-OPRD1 heterodimer inverse agonist project, full-deck HTS | 5-hydroxytryptamine receptor 5A (Homo sapiens), P47898 | HTR5A cell line, inverse agonism | inhibition, % at 9.3 µM | actives 0.083% (n = 340,000) | AID 504634, 2011; in the data active = inhibition mostly above about 23%, no sharp cut-off; inactive = mostly below about 18%;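 note: 0% = cells with DMSO and 100% = no-cell wells with DMSO; some compounds called inactive have numbers as strong as hits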
Mot1-301 SUMO – yeast Mot1-301 growth rescue at high temperature, primary screen, SUMOylation pathway inhibitor project, S. cerevisiae, ATP luminescence, 38.5C; S. cerevisiae Mot1-301 growth rescue; percent above DMSO median, 100 means doubled; growth rescue, % at 18.8 µM; actives 1% (n = 320,000);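 active = every valid replicate shows activation above 250% relative to neutral control wells; inactive = the rest, any valid replicate at or below 250%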;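 note: OY570 slx delta 5 strain wells were the positive control but not used for scaling; some compounds called inactive have numbers as strong as hits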
PfHsp90 yeast 2 – growth inhibition of PfHsp90-expressing yeast, primary screen, antimalarial PfHsp90 inhibitor project, S. cerevisiae, BacTiter-Glo luminescence, single point, set 2. inhibition, % at 9.4 µM. AID 504621, 2011. actives 0.32% (n = 310,000). BacTiter-Glo ATP, 48 h; yeast lacking PDR1 and PDR3 efflux regulators;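 active = every replicate shows inhibition above about 80%, whatever the replicate mean, limit read from the data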;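 note: 0% = DMSO neutral controls and 100% = 20 µM radicicol positive controls; yeast relying on Plasmodium falciparum Hsp90 in place of its own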
OPRM1-OPRD1 ag – agonists of OPRM1-OPRD1 heterodimerization, primary screen, cell-based, luminescence. cells. Mu-type opioid receptor (Homo sapiens) + Delta-type opioid receptor (Homo sapiens), …. AID 504326, 2011. activation, % at 9.3 µM. actives 0.3% (n = 340,000); in the data active = activation above about 18%;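 note: 0% = vehicle-treated cells and 100% = reference agonist; values of inactives mirror those of a sister screen read the other way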
AddAB inh – growth inhibition of E. coli expressing H. pylori AddAB, primary screen, AddAB inhibitor project, absorbance; inhibition, % at 11.9 µM; AID 435030, 2010; actives 0.29% (n = 330,000); in the data active = inhibition above about 12%;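 note: 0% = vehicle wells of infected cells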
E coli growth – E. coli V3065 growth inhibition, primary screen, counter-screen for AddAB inhibitor project, absorbance, OD600; inhibition, % at 11.9 µM; actives 0.27% (n = 330,000); 18 h;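 active = inhibition above the campaign's mean inhibition across all tested compounds plus 3 SD, cut at about 9.9% in these data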;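 note: uninfected addAB+ strain grown without phage in ampicillin broth; 0% = DMSO wells and 100% = ciprofloxacin 0.95 µg/ml wells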
MOR-DOR inv ag – inverse agonists of MOR-DOR heterodimerization, primary screen, cell-based, luminescence; cell-based MOR-DOR heterodimer luminescence, inverse agonism; inhibition, % at 9.3 µM; AID 504357, 2011; actives 0.21% (n = 340,000); in the data active = inhibition above about 22%, passing the limit was not always enough;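 note: 0% = cells with DMSO and 100% = wells without cells with DMSO; values of inactives mirror those of a sister screen read the other way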
DSG3 Ab inh – inhibitors of pemphigus antibody binding to DSG3, primary screen, biochemical, bead-based, flow cytometry, scFv-GFP; DSG3-coupled beads, scFv-anti-DSG3-GFP binding; hits give low values; actives 0.48% (n = 310,000); binding (percent of control), % at 10 µM; Desmoglein-3 (Homo sapiens), P32926;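 active = binding more than 3 SD below its plate's average and above zero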;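 note: hits lower antibody fragment binding to DSG3; some compounds called inactive have numbers as strong as hits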
Target sequence (P32926 whole entry, looked up, the tested form may be a part): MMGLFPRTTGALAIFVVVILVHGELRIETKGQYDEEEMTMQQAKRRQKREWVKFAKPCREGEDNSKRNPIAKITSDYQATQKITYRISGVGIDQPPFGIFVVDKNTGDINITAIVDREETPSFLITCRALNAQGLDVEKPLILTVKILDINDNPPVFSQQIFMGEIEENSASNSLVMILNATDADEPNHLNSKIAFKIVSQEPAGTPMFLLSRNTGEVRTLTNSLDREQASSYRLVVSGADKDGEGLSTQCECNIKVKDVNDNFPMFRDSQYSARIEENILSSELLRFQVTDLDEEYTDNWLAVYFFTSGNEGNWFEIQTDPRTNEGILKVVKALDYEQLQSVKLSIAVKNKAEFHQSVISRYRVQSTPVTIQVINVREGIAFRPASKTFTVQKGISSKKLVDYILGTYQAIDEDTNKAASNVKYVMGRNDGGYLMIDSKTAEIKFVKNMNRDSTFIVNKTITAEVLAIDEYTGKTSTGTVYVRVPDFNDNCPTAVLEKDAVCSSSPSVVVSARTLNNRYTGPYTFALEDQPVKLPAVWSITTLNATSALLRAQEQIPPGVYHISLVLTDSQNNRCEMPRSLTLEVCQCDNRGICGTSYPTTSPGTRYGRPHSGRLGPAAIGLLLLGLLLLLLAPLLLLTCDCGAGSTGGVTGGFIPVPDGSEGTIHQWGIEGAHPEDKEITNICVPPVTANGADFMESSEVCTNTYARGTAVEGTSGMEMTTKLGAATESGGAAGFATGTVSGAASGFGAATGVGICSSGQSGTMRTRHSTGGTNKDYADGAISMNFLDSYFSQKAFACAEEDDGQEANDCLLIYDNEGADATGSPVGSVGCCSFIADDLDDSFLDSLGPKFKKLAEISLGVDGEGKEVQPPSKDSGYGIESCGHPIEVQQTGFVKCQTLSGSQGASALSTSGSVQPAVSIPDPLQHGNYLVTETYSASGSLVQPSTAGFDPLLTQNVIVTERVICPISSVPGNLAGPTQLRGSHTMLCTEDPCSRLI
PKA-R1A activ – activators of PKA-R1A holoenzyme, primary screen, biochemical, fluorescence polarization, Cy5-IP20, bovine R1A, mouse PKAc; PKA-R1A dissociation; scaled: DMSO 0%, 113 µM cGMP 100%; cAMP-dependent protein kinase type I-alpha regulatory subunit (Bos taurus) + …; activation, % at 11.4 µM; actives 0.083% (n = 340,000); AID 504707, 2011;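 active = percent activation above the mean of all tested compounds plus 3 SD, cut at about 19% in these data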;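 note: higher means more PKAc released from R1A so a rise in polarization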
phage Ecoli inh – growth loss of phage-infected E. coli, primary screen, RecBCD inhibitor project, absorbance, with phage, HTS. inhibition, % at 11.9 µM. actives 0.26% (n = 360,000). AID 651602, 2012; in the data active = inhibition above about 11%
HTR5A ag ctr – HTR5A agonists in luminescence cell assay, primary screen, counter-screen for OPRM1-OPRD1 heterodimer agonist project, full-deck HTS | activation, % at 9.3 µM | cell-based | 5-hydroxytryptamine receptor 5A (Homo sapiens), P47898 | actives 0.61% (n = 340,000); in the data active = activation mostly above about 9.5%, no sharp cut-off; inactive = mostly below about 7.6%;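 note: 0% = cells with vehicle only and 100% = reference agonist; strong numbers were not always called active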
* hit, by the source's call; x = no result given.

No.	Structure	HTR5A inv ctr	Mot1-301 SUMO	PfHsp90 yeast 2	OPRM1-OPRD1 ag	AddAB inh	E coli growth
1	Cc1cccc(NC(=O)c2ccccc2NC(=O)CCC(=O)O)c1	-23	-15	-5	-0.7	0.5	-1.2
2	COc1ccccc1C(=O)Nc1ccnn1C1CCN(C(C)CSC)CC1 (stereo not given)	-1	-9	-11	-1.9	1.8	0.2
3	O=C(NCc1ccc(Cl)cc1)c1cc(-c2ccco2)on1	-25	33	-2	3.7	1.0	-0.5
4	CC(C)=CCOc1ccc2ccc(=O)oc2c1	17	12	-14	-0.4	2.9	0.7
5	Cc1cc(=O)oc2c(C)c(OC(C)C(=O)NCC(O)c3ccccc3)ccc12 (stereo not given)	-6	25	5	-2.8	1.1	1.4
6	Cc1c(NC(=O)C(C)OC(=O)c2ccc([N+](=O)[O-])s2)c(=O)n(-c2ccccc2)n1C (stereo not given)	-3	x	-6	1.0	4.1	1.4
7	CC(C)(CC(=O)N1CCN(c2ccc(Cl)cc2)CC1)CC1=NS(=O)(=O)c2ccccc2N1	1	2	x	1.0	3.0	-0.4
8	CC(=O)c1ccc(NC(=O)CSc2nnc(-c3ccco3)c(-c3ccco3)n2)cc1	-18	6	-11	-1.0	-0.6	0.4
9	CCCN1C(=O)SC(CC(=O)Nc2ccccc2)C1=O (stereo not given)	0	-9	x	-1.2	-0.3	1.3
10	O=C(NCc1ccccn1)C1C2C=CC(C2)C1C(=O)Nc1ccc(F)cc1 (stereo not given)	3	8	12	-1.9	0.9	0.4

No.	MOR-DOR inv ag	DSG3 Ab inh	PKA-R1A activ	phage Ecoli inh	HTR5A ag ctr
1	4	96	-8	4.6	5
2	10	113	-2	1.9	4
3	-21	103	7	3.0	1
4	2	102	2	1.8	-1
5	14	104	-10	0.6	2
6	-5	100	-5	4.5	-5
7	-6	105	-3	1.2	4
8	5	98	2	3.9	6
9	7	84	14	0.6	0
10	8	109	5	0.1	4

Next section
No.	Structure	HTR5A inv ctr	Mot1-301 SUMO	PfHsp90 yeast 2	OPRM1-OPRD1 ag	AddAB inh	E coli growth
11	Cc1cccc(NC(=O)CN(CCc2ccccc2)S(C)(=O)=O)c1	8	-16	-17	0.1	x	x
12	CCOC(=O)COc1ccc(/C=C/[N+](=O)[O-])c(OCC(=O)OCC)c1	4	6	1	-1.0	2.6	-0.2
13	CCOC(=O)COc1cnc2ccccc2n1	-1	2	9	-2.4	4.5	-2.6
14	O=C(Nc1ccccc1Cl)c1ccc2nccnc2c1	-11	7	-11	1.6	3.0	-0.8
15	Cc1nc(CS(=O)(=O)c2ccccc2)cc(Sc2ccc(Cl)cc2)n1	4	-7	x	-1.8	2.2	0.0
16	Cc1nnc(SCc2ccc([N+](=O)[O-])cc2)o1	-4	-9	-10	0.1	-0.2	-1.5
17	O=C(N1CCN(Cc2ccccc2)CC1)C12CC3CC(CC(C3)C1)C2	3	4	14	4.6	3.2	-0.8
18	O=C(O)c1cccc(NC(=O)C2C3C=CC(C3)C2C(=O)O)c1 (stereo not given)	2	57	-18	-2.9	5.5	0.7
19	C=CCn1c(/N=C/c2ccc(N(C)C)cc2)nc2ccccc21	3	3	5	-1.9	1.6	0.4
20	Cc1cc(C)n(-c2ccc(Cl)c(C(=O)Nc3ccc(OC(F)(F)F)cc3)n2)n1	-8	1	-8	-0.2	-0.7	-3.4

No.	MOR-DOR inv ag	DSG3 Ab inh	PKA-R1A activ	phage Ecoli inh	HTR5A ag ctr
11	0	143	-5	2.4	-2
12	5	96	-4	0.7	-1
13	12	82	-4	2.8	-2
14	-12	x	-9	2.3	4
15	9	100	-5	2.6	-2
16	0	100	-10	4.7	2
17	-27	102	-13	0.5	-1
18	14	100	1	4.0	-1
19	11	183	-14	2.6	-6
20	1	109	1	2.2	1

The listing continues:
No.	Structure	HTR5A inv ctr	Mot1-301 SUMO	PfHsp90 yeast 2	OPRM1-OPRD1 ag	AddAB inh	E coli growth
21	COC(=O)C(c1ccccc1)C(C(=O)OC)c1ccccc1 (stereo not given)	-9	-16	-4	-1.2	0.3	0.8
22	CCC(=O)NC(=S)Nc1cccc(NC(=O)c2ccc(Cl)cc2Cl)c1	-13	215	-7	0.8	3.0	2.6
23	CC(C)[C@H](NS(=O)(=O)c1ccccc1)C(=O)OCC(=O)Nc1cccc(S(N)(=O)=O)c1	11	16	22	-0.6	1.9	0.9
24	Cc1onc(-c2c(Cl)cccc2Cl)c1C(=O)N1CCN(c2ncccn2)CC1	6	36	-9	-1.7	-0.3	-0.2
25	CCOC(=O)COc1c(/C=N\OC)cc(Cl)cc1OC	-15	5	-1	3.3	-0.7	-1.5
26	Cn1c(SCc2ccc([N+](=O)[O-])cc2)nnc1-c1cccnc1	11	-4	20	0.8	4.5	-0.8
27	CCOCCCNC(=O)C1CCN(S(=O)(=O)N(CC(C)C)CC(C)C)CC1	-13	411	-2	-0.8	-1.3	1.1
28	CS(=O)(=O)N1CCC(C(=O)NCc2ccc(Cl)cc2Cl)CC1	0	-11	-8	-1.2	1.2	0.7
29	Cc1ccc(C)c(N(Cc2ccccc2F)S(C)(=O)=O)c1	21	-13	6	-0.6	0.7	1.8
30	Cc1ccc(-n2nc(C)c3c2OC(N)=C(C#N)C3c2ccoc2)cc1 (stereo not given)	1	-5	x	-2.7	0.9	-3.3

No.	MOR-DOR inv ag	DSG3 Ab inh	PKA-R1A activ	phage Ecoli inh	HTR5A ag ctr
21	5	91	6	1.6	2
22	-3	x	2	2.1	5
23	2	x	6	2.7	-4
24	9	95	-6	3.5	-2
25	-16	109	6	4.4	-3
26	-5	109	6	0.8	-4
27	5	96	-10	0.3	5
28	6	96	4	2.4	5
29	3	105	-12	0.8	0
30	15	98	-6	3.1	-1

Next part, overlapping the part above by four compounds.
No.	Structure	HTR5A inv ctr	Mot1-301 SUMO	PfHsp90 yeast 2	OPRM1-OPRD1 ag	AddAB inh	E coli growth
27	CCOCCCNC(=O)C1CCN(S(=O)(=O)N(CC(C)C)CC(C)C)CC1	-13	411	-2	-0.8	-1.3	1.1
28	CS(=O)(=O)N1CCC(C(=O)NCc2ccc(Cl)cc2Cl)CC1	0	-11	-8	-1.2	1.2	0.7
29	Cc1ccc(C)c(N(Cc2ccccc2F)S(C)(=O)=O)c1	21	-13	6	-0.6	0.7	1.8
30	Cc1ccc(-n2nc(C)c3c2OC(N)=C(C#N)C3c2ccoc2)cc1 (stereo not given)	1	-5	x	-2.7	0.9	-3.3
31	O=C(c1ccccc1)N1CCN(Cc2ccccc2)CC1	-6	-17	12	-0.2	1.1	-0.6
32	Nc1nnc(SCc2ccc(F)cc2)n1-c1ccccc1	9	-23	x	-1.2	1.4	3.2
33	CCN(Cc1nc2ccccc2c(=O)[nH]1)C(=O)c1cc(C2CC2)nn1-c1ccccc1	-3	81	-44	-2.5	-1.1	-0.7
34	Cc1ccc(-n2c(C)c(C)c3c(N)ncnc32)cc1	-50	-6	36	0.0	2.6	-0.6
35	CCC(=O)c1ccc(N2CCN(C(=O)c3ccccc3)CC2)c(F)c1	-7	7	20	1.6	2.5	-1.2
36	O=C(c1oc2ccccc2c1N1CCCCC1)N1CCCCC1	-4	2	x	-2.0	2.7	-0.3
37	N#Cc1cccc(NC(=O)COC(=O)Cn2nc(-c3ccccc3)oc2=O)c1	-27	0	33	-3.6	-1.8	0.0
38	CN(C)S(=O)(=O)c1ccc(S(=O)(=O)N2CCCC(C(=O)NC3CC3)C2)cc1 (stereo not given)	-20	6	-22	-1.4	2.9	0.8
39	O=C(C1CCCO1)N(Cc1ccccc1)c1ccccc1 (stereo not given)	-23	-4	6	-2.1	1.9	-1.6
40	CCc1ccc(N2CC(C(=O)Nc3ccc(S(=O)(=O)NCC4CCCO4)cc3)CC2=O)cc1 (stereo not given)	-9	-6	21	-3.7	2.2	-0.2

No.	MOR-DOR inv ag	DSG3 Ab inh	PKA-R1A activ	phage Ecoli inh	HTR5A ag ctr
27	5	96	-10	0.3	5
28	6	96	4	2.4	5
29	3	105	-12	0.8	0
30	15	98	-6	3.1	-1
31	1	106	-8	-0.2	2
32	5	104	-5	0.6	2
33	10	98	-2	1.1	3
34	0	108	-1	5.7	1
35	-12	99	-1	2.2	3
36	11	129	-4	-0.6	-6
37	15	x	-22	1.8	11
38	9	94	1	1.7	0
39	11	93	3	2.7	2
40	20	105	-3	1.3	3

Continuation:
No.	Structure	HTR5A inv ctr	Mot1-301 SUMO	PfHsp90 yeast 2	OPRM1-OPRD1 ag	AddAB inh	E coli growth
41	CCCCN(C/C=C/c1ccccc1OC)Cc1ccccc1	4	529*	-1	3.2	2.7	-2.1
42	CCN(CC(=O)Nc1c(F)cccc1F)C(=O)CCN1C(=O)c2cccc([N+](=O)[O-])c2C1=O	-1	-2	2	-1.2	0.9	2.0
43	CCOC(=O)Cn1nnc(-c2ccccc2)n1	-5	4	-6	-2.8	0.9	-3.5
44	CCNC(=O)C(Sc1ccccc1)c1ccccc1 (stereo not given)	-28	9	x	1.3	2.6	-0.9
45	COC(=O)CSc1nc(N)c(C#N)c(CC(C)C)c1C#N	-25	-2	9	0.1	-1.1	0.4
46	CCCn1c(N)c(C(=O)CSc2nnc(-c3ccoc3C)n2C)c(=O)n(C)c1=O	-4	2	19	-3.1	-2.1	-1.1
47	COc1ccc(NC(=O)C/C(C)=N/NC(=O)C(=O)NC(C)C)c(OC)c1	10	17	13	-1.5	2.5	1.2
48	CCOC(=O)CN(C(=O)CSc1nnc(-c2cccc(OC)c2)o1)c1ccc(F)cc1	-8	-12	-10	-3.9	1.1	2.4
49	COc1ccc(COC(=O)N/C=C/c2ccco2)cc1	9	11	3	-4.1	1.8	-0.8
50	Cc1ccc(SCC(=O)Nc2ccc(S(=O)(=O)Nc3ncccn3)cc2)cc1	-6	2	4	-1.0	2.8	0.6
51	Cc1cccc(CNc2ncnc3ccc(-c4cccnc4)cc23)c1	12	-15	6	0.8	2.1	-0.4

No.	MOR-DOR inv ag	DSG3 Ab inh	PKA-R1A activ	phage Ecoli inh	HTR5A ag ctr
41	-17	107	-8	3.8	-2
42	8	99	2	1.2	1
43	16	100	3	1.9	-1
44	-7	108	-3	-0.2	-4
45	-1	92	11	1.6	7
46	13	x	-6	0.5	1
47	7	97	-10	3.3	-4
48	19	102	-11	-0.6	-3
49	21	99	6	4.6	-1
50	5	102	-1	3.8	9
51	-4	99	-4	3.3	2

From PubChem BioAssay
